From PubChem BioAssay
EWS-Fli inh: inhibitors of EWS/Fli oncoprotein transcriptional activity; hit rate 0.67% among 350,000; AID 651661; inhibition, % at 12.6 µM; A673 NR0B1-luciferase reporter, viability-normalised;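 active = mean inhibition of at least 50% after viability correction, with every replicate also passing that limit; inconclusive = mean reaches 50% but only one of two replicates passes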;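 note: firefly luciferase signal divided by Alamar Blue viability fluorescence both relative to DMSO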
FN deposition inh: fibronectin deposition inhibition; hit rate 0.086% among 350,000; inhibition, % at 12.6 µM; AID 743247; AH1F fibroblasts, Alexa488-fibronectin deposition fluorescence, overnight;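 active = mean inhibition across replicates of 30% or more, regardless of how many single replicates reach that level; inconclusive = mean under 30% yet at least half of replicates reach 30%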;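 note: positive control wells lacked labelled fibronectin entirely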
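Test system: AH1F fibroblast monolayer depositing Alexa488-labelled fibronectin into matrix. Input: 10000 cells per well. Technique: fluorescence, ex 485 nm, em 525 nm. Buffer or medium: DMEM plus 2% serum, read in PBS. Timing: 1 h cell adhesion before compound, then overnight fibronectin incubation. Compound: single dose, pinned. Read-out basis: inhibition from reduced deposited-fibronectin fluorescence.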
GSIS activator: primary screen for activators of insulin secretion dependent on glucose, INS-1E cells, GLuc reporter luminescence | INS-1E GLuc reporter insulin secretion, 2-3 h | activation, % at 16.6 µM | hit rate 0.61% among 370,000;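 active = lowest replicate activation of at least 40%, so every replicate reaches that level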;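 note: 0% = median of neutral control wells and 100% = median of IBMX positive control wells; some compounds called inactive have numbers as strong as hits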
F508del corr: CFTR F508del correction in bronchial cells. CFBE cells, YFP halide quenching; stimulated with forskolin plus potentiator P3; % fluorescence drop versus neutral controls. hit rate 0.36% among 350,000. activity (quench increase), % at 7.58 µM. AID 720511;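 active = mean added fluorescence quench of at least 8% versus neutral control, with both replicates also reaching 8%; inconclusive = only one of the mean or replicate conditions met; inactive = mean below 8% and not both replicates reaching 8%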;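 note: cells transiently co-express mutant CFTR-F508del with the halide-sensitive YFP; corrector assay measuring rescue of mutant channel to the surface after 24 h compound exposure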
DENV2 CPE rescue: DENV2-induced cell death inhibition. DENV2-infected cells, cytopathic effect rescue, plate reader. hit rate 1.7% among 350,000. CPE inhibition, % at 9.99 µM. AID 651640; in the data active = CPE inhibition above about 20%, passing the limit was not always enough; inconclusive = no clear call, values can overlap the other calls; tested in BHK-21 cells;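 note: 0% = median of neutral control wells and 100% = median of positive control wells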
PAX8 reporter: PAX8 transcriptional activity inhibition; RMG-I TPO-luciferase reporter, SteadyGlo, 24 h; inhibition, % at 12.6 µM; hit rate 1.2% among 360,000;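 active = mean replicate inhibition at least 60% with every replicate also reaching 60%; inconclusive = only one of the two criteria is met; inactive = mean below 60% and not all replicates reaching 60%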;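 note: luciferase light reporting Pax8 driven TPO promoter activity; plate controls were median of neutral control wells for no effect and mitoxantrone controls for full effect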
miR-122 sensor: miR-122 inhibition in Huh7 cells | Huh7 miR-122 Renilla luciferase sensor, 48 h; neutral wells = 0, positive control = 100 | activation (reporter increase), % at 12.5 µM | hit rate 0.3% among 340,000;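 active = mean replicate activation score at least 90 and every replicate individually at or above 90; inconclusive = only one of the two criteria met; inactive = neither criterion met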;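 note: higher luciferase means less miR-122 activity so hits act as miR-122 inhibitors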
* marks the source's active call; other numbers are inactive results; ? = inconclusive; / = no result given; [ ] = another dose, or the depositor's remark.

Each structure is followed by: EWS-Fli inh, FN deposition inh, GSIS activator, F508del corr, DENV2 CPE rescue, PAX8 reporter, miR-122 sensor
> COCCNC(=O)c1c(CSc2ccccc2)noc1C(=O)NCc1ccccc1
 : -5, 8, 0, 1.7, -5, -1, -6
> CC(C)C(=O)Nc1ccc2c(c1)C(=O)N(C)[C@@H]1CC[C@H](CC(=O)NC3CCCC3)O[C@H]1CO2
 : -11, 1, 1, -0.1, -2, -12, 15[16.7 µM]
> COCC(=O)Nc1ccc2c(c1)C(=O)N(C)[C@H]1CC[C@@H](CC(=O)NCC3CCCCC3)O[C@H]1CO2
 : -2, -21, -3, 0.9, -8, -5, 65[16.7 µM]
> c1ccc(-c2nnc(N3CCN(c4ccccc4)CC3)nc2-c2ccccc2)cc1
 : -6, -1, 11, 0.6, ?, 0, -2
> CC1CC(CCC(=O)NC(=S)Nc2ccc(Cl)cn2)C(=O)O1 (centres undefined)
 : 7, -11, 0, 1.0, -5, -11, /
> NS(=O)(=O)c1ccc(NC(=S)NC(=O)c2cccc(Br)c2)cc1
 : 2, 1, -24, 5.2, 4, -22, 1
> O=C(C[C@H]1CC[C@H]2NC[C@H](O)COC[C@@H]2O1)NCc1ccc(Oc2ccccc2)cc1
 : -9, -14, 1, 0.3, 3, 1, 4[16.7 µM]
> S=c1[nH]nc(-c2cc(-c3ccccc3)n[nH]2)n1/N=C/C=C/c1ccccc1
 : -12, 2, 4, -3.1, -4, 7, 2
> CCOc1ccccc1NC(=S)N1CCN(c2ccc(O)cc2)CC1
 : 5, -4, 28, 1.2, 3, 4, 3
> CSc1nc2ccc(Br)cc2[nH]1
 : -3, 1, -13, -2.9, 7, -2, -13
> CCN(CC)S(=O)(=O)c1cccc(C(=O)Nc2ccccc2)c1
 : /, 5, /, /, /, -30, 4
> CCCNC(=O)N1[C@@H]2c3ccc(-c4cccc(F)c4)c(=O)n3C[C@H]1[C@H](CO)[C@H]2C(=O)NC1CCC1
 : -7, /, 6, 2.7, -7, -21, /
> CS(=O)(=O)N1[C@H](C#N)[C@@H](c2ccc(C#Cc3cccc(F)c3)cc2)[C@H]1CO
 : -8, 8, -16, -1.4, -19, 23, /
> COc1ccccc1CC1S/C(=N/N=C/c2ccco2)NC1=O (centres undefined)
 : 10, -7, -12, 0.2, ?, 4, 9
> CC1(C)Cc2c(cnn2-c2ccc(F)cc2)C(NC(=O)CCc2ccncc2)C1 (centres undefined)
 : /, -5, 3, -0.3, 2, -72, -8
> O=C(NCCOc1ccccc1)C1Nc2ccc(C(F)(F)F)cc2C2c3ccccc3CC12 (centres undefined)
 : 6, -7, -9, 1.2, /, 26, 12
> CCCNC(=O)C[C@@H]1CC[C@H]2[C@@H](COC[C@H](O)CN2C(=O)Nc2cccc(Cl)c2)O1
 : /, 3, -8, 0.2, 4, /, -1[16.7 µM]
> COc1ccc([C@@H]2OC2(C(N)=O)C(N)=O)cc1
 : -16, -11, 4, -1.3, /, 54, 11
> CCC/C(=N\NC(=O)c1ccc(CSc2nncn2C)cc1)c1ccccc1
 : /, -2, 4, /, /, 7, /
> C[C@@H]1CCCCO[C@H](CN(C)S(=O)(=O)c2cn(C)cn2)[C@H](C)CN([C@@H](C)CO)C(=O)c2cc(NS(=O)(=O)c3ccc(F)cc3)ccc2O1
 : -6, 4, 12, 0.5, -15, -8, 2[16.7 µM]
> CC(C)(C)OC(=O)N1CCCC(C(=O)Nc2ccc(C(=O)NCc3ccccc3)cc2)C1 (centres undefined)
 : 16, -1, -5, -1.1, 0, -21, 2
> CO[C@@H]1CC[C@@H]2CCN(C)C(=O)[C@@H](C)N(C)C(=O)c3cc(C#N)ccc3OC[C@@H]1O2
 : -5, 0, 2, /, -3, -6, /
> CCS(=O)(=O)N1CCC2(CC1)CN(C(=O)c1ccc(F)cc1)[C@H](CO)c1c2c2ccc(OC)cc2n1C
 : -7, /, 0, 2.8, 3, 6, /
> CCOc1ccc(N(CC)C(=O)Cc2c(C(=O)O)n(C)c3ccccc23)cc1
 : -4, -1, -65, -2.9, 5, 29, 2
> CCC(c1nnnn1Cc1ccc(F)cc1)N1CCN(C)CC1 (centres undefined)
 : 5, -2, 7, -0.3, -3, -2, /
> COc1ccc(NC(=O)N(C)C[C@H]2OCCCC[C@H](C)Oc3ccc(NS(=O)(=O)c4ccc(OC)cc4)cc3C(=O)N([C@@H](C)CO)C[C@H]2C)cc1
 : -1, -12, -8, -0.1, -6, -5, 3[16.7 µM]
> COc1ccc(NC(=O)N(C)C[C@@H]2Oc3ccc(NC(=O)C4CCCCC4)cc3CC(=O)N([C@@H](C)CO)C[C@H]2C)cc1
 : 1, -11, -9, -3.0, -4, /, -5[16.7 µM]
> Cc1noc(C)c1NC(=O)N1C[C@H](O)COC[C@H]2O[C@@H](CC(=O)NCC3CC3)CC[C@@H]21
 : 0, 2, 13, -0.7, 2, -4, -7[16.7 µM]
> CCNC(=O)C[C@H]1CC[C@@H]2[C@H](COc3ccc(NC(=O)c4ccc(F)c(F)c4)cc3C(=O)N2C)O1
 : -7, -26, 0, -2.1, 3, -14, -22[16.7 µM]
> COC(=O)c1ccc(C)c(NC(=O)CSc2nnc3ccccn23)c1
 : 0, 2, -2, -2.0, 6, 3, -2

Four compounds already listed, ordered by SMILES length, falling.
Each structure is followed by: EWS-Fli inh, FN deposition inh, GSIS activator, F508del corr, DENV2 CPE rescue, PAX8 reporter, miR-122 sensor
> O=C(NCCOc1ccccc1)C1Nc2ccc(C(F)(F)F)cc2C2c3ccccc3CC12 (centres undefined)
 : 6, -7, -9, 1.2, /, 26, 12
> c1ccc(-c2nnc(N3CCN(c4ccccc4)CC3)nc2-c2ccccc2)cc1
 : -6, -1, 11, 0.6, ?, 0, -2
> COCCNC(=O)c1c(CSc2ccccc2)noc1C(=O)NCc1ccccc1
 : -5, 8, 0, 1.7, -5, -1, -6
> CCN(CC)S(=O)(=O)c1cccc(C(=O)Nc2ccccc2)c1
 : /, 5, /, /, /, -30, 4

The results go on:
Each structure is followed by: EWS-Fli inh, FN deposition inh, GSIS activator, F508del corr, DENV2 CPE rescue, PAX8 reporter, miR-122 sensor
> Nc1ncc(CCN2CCOCC2)c(-c2ccc(F)cc2)n1
 : 0, -7, 26, 5.8, 1, 7, /
> COC(=O)CC1C(=O)NCCN1C(=O)CSc1nc2cc(Cl)ccc2o1 (centres undefined)
 : 7, 0, -2, -1.7, -3, 32, -4
> C/C(CC(=O)Nc1ccc2c(c1)OCCO2)=N\NC(=O)COc1ccccc1
 : 2, -4, -7, 0.8, 9, -10, 1
> O=C1CC(N2CCN(c3ccc(F)cc3)CC2)C(=O)N1c1ccccc1 (centres undefined)
 : -8, 0, 6, -1.7, 0, -1, -1
> C[C@@H]1CN([C@@H](C)CO)C(=O)CCCn2cc(nn2)CO[C@@H]1CN(C)C(=O)OCc1ccccc1
 : -3, 9, -3, 1.7, /, 13, -5[16.7 µM]
> C[C@@H]1CN([C@H](C)CO)S(=O)(=O)c2ccc(C#Cc3ccc(F)cc3)cc2O[C@H]1CN(C)C
 : -13, -17, -14, /, -13, 26, -1[16.7 µM]
> COc1ccccc1NS(=O)(=O)c1ccc(C)c(C(=O)NC2=NCCS2)c1
 : -7, -4, 22, 2.0, -3, 24, /
> O=C(Nc1ccc(NC(=S)NC(=O)c2ccco2)cc1)c1ccc(Br)cc1
 : 33, -2, /, 4.8, 1, 7, 1
> CNC(=O)C[C@@H]1CC[C@@H]2[C@@H](COc3ccc(NC(=O)c4cc(F)cc(F)c4)cc3C(=O)N2C)O1
 : 1, -6, 9, 2.0, -3, -17, -7[16.7 µM]
> COc1ccc(/C=N/NC(=O)c2ccc(CSc3nncn3C)cc2)cc1OC
 : 2, /, 2, -3.1, 0, 20, -2
> O=C(CNS(=O)(=O)c1ccccc1)NCC(=O)OCc1ccccc1F
 : /, -3, 25, /, /, -2, /
> O=C(COC(=O)CCC1CCCCC1)Nc1ccc(OC(F)F)cc1
 : /, -4, /, /, /, 2, -6
> C=CCO[C@H]1CN(C(=O)OC)[C@@H]2C[C@H]1Oc1ccccc12
 : -1, 14, /, -2.0, -4, 4, /
> CCn1c(C)c(Br)c(=O)c(C(=O)OC)c1-c1ccc(Cl)cc1
 : -9, -3, 7, -5.8, -1, 31, /
> CCc1cc(C(=O)NCC2CCCO2)sc1C (centres undefined)
 : /, -3, 35, 2.9, -2, -15, /
> CN(C)c1ccc(NC(=O)C[n+]2ccccc2)cc1
 : -11, 2, -8, 1.6, 6, -29, -11
> CN(c1ccccc1)S(=O)(=O)c1ccc(C(=O)Nc2nnc(-c3ccco3)o2)cc1
 : 31, 15, 10, 3.9, 1, 15, 5
> CCCNC(=O)C[C@H]1CC[C@@H]2[C@@H](COc3ccc(NC(=O)c4ccc(OC)cc4)cc3C(=O)N2C)O1
 : -23, 2, -2, -0.4, 3, -6, -25[16.7 µM]
> C[C@@H]1C(=O)O[C@H]2CC34[C@H]5C[C@@H](C(C)(C)C)[C@]36[C@@H](OC(=O)[C@@H]6O)O[C@@]4(C(=O)O5)[C@]21O (some centres undefined)
 : -7, -2, -4, 5.5, 13, -10, -3
> CC(=O)c1sc(NC(=O)c2cccc(N3C(=O)CCC3=O)c2)nc1-c1ccccc1
 : 1, -2, 7, 4.3, 10, -10, /
> COCc1nnc(NS(=O)(=O)c2ccc(Br)cc2)s1
 : /, -2, /, /, /, -30, -4
> CC(C)n1c(N2CCCC2)nc2c1c(=O)[nH]c(=O)n2C
 : 5, 6, 30, 2.8, -4, -6, -1
> O=C(N[C@H]1CC[C@@H](CC(=O)N2CCOCC2)O[C@H]1CO)c1cccc(F)c1
 : 2, 2, 0, 0.0, 11, -6, /
> CCc1nnc(NC(=O)CSCc2cc(=O)n3nc(C(C)C)sc3n2)s1
 : /, -2, 2, 1.0, 3, -5, 3
> COc1ccc(NC(=O)CCN2C(=O)C3C4CCC(C4)C3C2=O)cc1 (centres undefined)
 : /, 9, -4, /, /, -26, -12

4 entries from above in a different format:
| SMILES | EWS-Fli inh | FN deposition inh | GSIS activator | F508del corr | DENV2 CPE rescue | PAX8 reporter | miR-122 sensor |
| --- | --- | --- | --- | --- | --- | --- | --- |
| CCn1c(C)c(Br)c(=O)c(C(=O)OC)c1-c1ccc(Cl)cc1 | -9 | -3 | 7 | -5.8 | -1 | 31 | / |
| COCc1nnc(NS(=O)(=O)c2ccc(Br)cc2)s1 | / | -2 | / | / | / | -30 | -4 |
| CC(=O)c1sc(NC(=O)c2cccc(N3C(=O)CCC3=O)c2)nc1-c1ccccc1 | 1 | -2 | 7 | 4.3 | 10 | -10 | / |
| O=C(CNS(=O)(=O)c1ccccc1)NCC(=O)OCc1ccccc1F | / | -3 | 25 | / | / | -2 | / |

Profiles as entered above. Order of screens: EWS-Fli inh | FN deposition inh | GSIS activator | F508del corr | DENV2 CPE rescue | PAX8 reporter | miR-122 sensor
`O=C(N[C@H]1CC[C@@H](CC(=O)N2CCOCC2)O[C@H]1CO)c1cccc(F)c1` is listed as 2 | 2 | 0 | 0.0 | 11 | -6 | /
`O=C(COC(=O)CCC1CCCCC1)Nc1ccc(OC(F)F)cc1` is listed as / | -4 | / | / | / | 2 | -6
